Fam108B inh – mouse Fam108B serine hydrolase inhibitors, primary screen, counter-screen for RBBP9 inhibitor project, biochemical, fluorescence polarization. AID 1947, 2009. 300,000 tested, 0.33% active. inhibition, % at 9.51 µM. recombinant Fam108B, FP-Rh probe fluorescence polarization;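 active means inhibition above the screen mean inhibition plus 3 SD, computed separately per campaign, cut at about 18% in these data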;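 further: inhibitors lower polarization as less probe binds the enzyme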
TPT1 inh – Candida albicans TPT1 enzyme inhibitors, primary screen, biochemical, fluorescence polarization. tRNA 2'-phosphotransferase TPT1 (Candida albicans SC5314). recombinant caTPT1, FP RNA substrate dephosphorylation. inhibition, % at 5 µM. 300,000 tested, 0.81% active. AID 1962, 2009;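 active means inhibition above the mean of all tested compounds plus 3 SD, set per screening campaign, cut at about 24% in these data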;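 further: plate controls were DMSO alone for no effect and ferristatin control at 100 nM for full effect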
MEX-5 binding – MEX-5 zinc finger RNA-binding disruptors – biochemical, C. elegans, fluorescence polarization, MLPCN library, primary screen. Zinc finger protein mex-5 (Caenorhabditis elegans), Q9XUB2. MEX-5/FITC-TCR2 RNA binding; active compounds read low. activity score (negative = inhibition of binding), % at 10 µM. 300,000 tested, 0.38% active;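 active means inhibition past about -25% in most replicates, and total fluorescence under double the plate's negative control median, limit read from the data; inconclusive means replicates evenly split on the limit, or fluorescence at least double controls; inactive means too little inhibition in most replicates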;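 further: 0% = DMSO and -100% = 5 µM competing unlabeled TCR2 RNA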
GLD-1 RNA inh – GLD-1/TGE RNA complex disruptors, primary screen, biochemical, fluorescence polarization; purified GLD-1 + fluorescein TGE RNA; inhibition, % at 5.96 µM; 320,000 tested, 0.44% active;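 active means percent inhibition above a per-plate cutoff, the plate mean of test compounds plus 3 SD, cut at about 30% in these data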;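 further: 0% = DMSO wells with GLD-1 and probe and 100% = wells lacking GLD-1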
BCLXL inh – inhibitors of human Bcl-xL, primary screen, biochemical, fluorescence polarization, HTS; Bcl-2-like protein 1 (Homo sapiens), Q07817; GST-Bcl-xL / FITC-Bim BH3 peptide fluorescence polarization; inhibition, % at 10.9 µM; 320,000 tested, 0.7% active;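 active means inhibition above the mean of all tested compounds plus 3 SD, cutoff set per campaign, cut at about 30% in these data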;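 further: 0% = DMSO wells and 100% = unlabeled Bim-BH3 peptide competitor; inhibitors lower millipolarization by displacing the labeled peptide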
PME-1 primary – PME-1 inhibitors via competitive probe labeling, primary screen, biochemical, fluorescence polarization, FP-Rh probe, HTS | AID 2130, 2009 | Protein phosphatase methylesterase 1 (Homo sapiens), Q9Y570 | recombinant PME-1 | 320,000 tested, 0.53% active | inhibition, % at 5.9 µM;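 active means inhibition above the campaign mean of all compounds plus 3 SD, cut at about 26% in these data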;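 further: competitive labeling of PME-1 active site by serine hydrolase directed probe; 0% = PME-1 with DMSO and 100% = wells lacking PME-1 enzyme; inhibitors block probe labeling so polarization falls and inhibition rises; many of its hits are not listed in these tables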
GSTO1 counter – inhibitors of recombinant GSTO1, primary screen, counter-screen for RBBP9 inhibitor project, biochemical, fluorescence polarization; Glutathione S-transferase omega-1 (Homo sapiens), P78417; activity-based probe fluorescence polarization; inhibition, % at 5.96 µM; 300,000 tested, 1.1% active; AID 1974, 2009;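 active means inhibition above the campaign mean inhibition plus 3 SD, cut at about 35% in these data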;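 further: 0% = GSTO1-1 with DMSO and 100% = wells lacking GSTO1-1 enzyme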
MCL1 BIM primary – inhibitors of MCL1 binding to BIM-BH3, primary screen, biochemical, fluorescence polarization; GST-MCL1 / FITC-Bim-BH3 fluorescence polarization; Induced myeloid leukemia cell differentiation protein Mcl-1 (Homo sapiens), Q07820; AID 2057, 2009; inhibition, % at 10.9 µM; 320,000 tested, 0.68% active;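 active means inhibition above the mean inhibition of all tested compounds plus 3 SD, set per campaign, cut at about 40% in these data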;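 further: 0% = DMSO wells and 100% = unlabeled Bim-BH3 peptide control; higher means more loss of mP so more displacement of Bim peptide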
Target sequence (Q07820 whole entry, looked up): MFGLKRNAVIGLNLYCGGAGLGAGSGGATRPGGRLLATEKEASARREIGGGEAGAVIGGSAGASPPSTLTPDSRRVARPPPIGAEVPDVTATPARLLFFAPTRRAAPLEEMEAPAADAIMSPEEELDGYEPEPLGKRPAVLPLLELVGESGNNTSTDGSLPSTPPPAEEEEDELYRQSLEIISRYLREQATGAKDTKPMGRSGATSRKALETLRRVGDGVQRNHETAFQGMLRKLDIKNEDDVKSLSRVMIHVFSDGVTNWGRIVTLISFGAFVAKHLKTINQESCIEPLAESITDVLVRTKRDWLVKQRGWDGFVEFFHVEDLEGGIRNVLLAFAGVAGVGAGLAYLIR
PAD4 FP inh – human PAD4 inhibitors, primary screen, biochemical, fluorescence polarization, 1536-well format; Protein-arginine deiminase type-4 (Homo sapiens), Q9UM07; recombinant PAD4, RCA probe fluorescence polarization; inhibition, % at 6.36 µM; 330,000 tested, 0.41% active; AID 485272, 2010;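 active means percent inhibition above a cutoff equal to the mean of all tested compounds plus 3 SD, cut at about 15% in these data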;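 further: 0% = PAD4 with RCA probe and DMSO and 100% = probe without PAD4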
Target sequence (Q9UM07 whole entry, looked up): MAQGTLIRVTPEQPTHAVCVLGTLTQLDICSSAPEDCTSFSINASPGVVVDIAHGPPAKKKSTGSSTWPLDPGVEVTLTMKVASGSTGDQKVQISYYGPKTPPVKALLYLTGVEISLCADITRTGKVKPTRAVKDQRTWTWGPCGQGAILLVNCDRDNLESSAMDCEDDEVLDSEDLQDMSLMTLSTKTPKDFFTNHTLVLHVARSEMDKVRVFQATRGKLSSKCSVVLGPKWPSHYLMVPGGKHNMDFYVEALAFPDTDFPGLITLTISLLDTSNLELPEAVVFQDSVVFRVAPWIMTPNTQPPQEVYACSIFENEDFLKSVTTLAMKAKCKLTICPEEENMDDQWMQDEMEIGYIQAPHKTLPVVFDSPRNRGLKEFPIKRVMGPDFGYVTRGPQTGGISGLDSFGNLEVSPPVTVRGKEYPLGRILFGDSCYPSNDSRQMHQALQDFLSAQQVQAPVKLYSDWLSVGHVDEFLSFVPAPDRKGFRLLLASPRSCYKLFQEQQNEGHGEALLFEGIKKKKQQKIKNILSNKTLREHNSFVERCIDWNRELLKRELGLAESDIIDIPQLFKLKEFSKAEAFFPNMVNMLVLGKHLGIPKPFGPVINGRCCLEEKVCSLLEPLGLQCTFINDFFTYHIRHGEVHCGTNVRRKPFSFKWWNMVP
Active calls of the source: *; ? = inconclusive; . = no result given. These rows are one share of the data; rates above refer to the full screens.

Sequence of screens – Fam108B inh	PAD4 FP inh	TPT1 inh	PME-1 primary	GSTO1 counter	GLD-1 RNA inh	BCLXL inh	MCL1 BIM primary	MEX-5 binding
> Cc1ccccc1OCC(O)Cn1c(N2CCCCC2)nc2c1c(=O)[nH]c(=O)n2C (stereo not drawn)
  2	-1	0	1	5	-5	1	-7	-1.1
> COc1ccc(/C=N\Nc2ncc(F)c(N3CCOCC3)n2)cc1OC
  -3	1	-5	4	-3	2	7	3	0.1
> CC(C)(C)c1cc(S(=O)(=O)CCc2ccccn2)cc(C(C)(C)C)c1F
  4	-5	0	0	4	-1	4	2	-5.7
> CC(C)(C)c1ccc(C(=O)NCc2nnc(SCC(=O)NCc3ccco3)o2)cc1
  -1	5	-3	4	2	11	-3	-8	0.3
> CC(=O)c1ccc(OCc2cc(C(=O)N3CC[C@@H]4CCCC[C@H]4C3)no2)cc1
  -4	-12	-1	-3	-3	4	4	1	1.1
> CCn1nc(C)c(CCC(=O)O)c1C
  -3	-2	2	1	-2	7	3	-6	0.2
> CS(=O)(=O)N(CC(=O)NCc1ccco1)c1ccc(Cl)cc1Cl
  -4	-8	0	1	-1	9	4	-6	3.0
> CO/N=C1\CCCc2c(C(=O)NN)sc(SC)c21
  0	3	2	-1	3	0	-3	-3	6.5
> CC1CCN(Cc2ccc(-c3nnn(CC(=O)NC4CCCCC4)n3)cc2)CC1
  2	-2	2	-3	10	3	4	-2	2.4
> COc1cnn(-c2ccccc2)c(=O)c1SCc1ccc(Cl)c(Cl)c1
  3	-2	2	1	-2	-3	-2	4	-0.7

A run of entries taken from the entries so far, as a working copy:
Sequence of screens – Fam108B inh	PAD4 FP inh	TPT1 inh	PME-1 primary	GSTO1 counter	GLD-1 RNA inh	BCLXL inh	MCL1 BIM primary	MEX-5 binding
> CCn1nc(C)c(CCC(=O)O)c1C
  -3	-2	2	1	-2	7	3	-6	0.2
> CS(=O)(=O)N(CC(=O)NCc1ccco1)c1ccc(Cl)cc1Cl
  -4	-8	0	1	-1	9	4	-6	3.0
> CO/N=C1\CCCc2c(C(=O)NN)sc(SC)c21
  0	3	2	-1	3	0	-3	-3	6.5
> CC1CCN(Cc2ccc(-c3nnn(CC(=O)NC4CCCCC4)n3)cc2)CC1
  2	-2	2	-3	10	3	4	-2	2.4
> COc1cnn(-c2ccccc2)c(=O)c1SCc1ccc(Cl)c(Cl)c1
  3	-2	2	1	-2	-3	-2	4	-0.7

Later entries:
Sequence of screens – Fam108B inh	PAD4 FP inh	TPT1 inh	PME-1 primary	GSTO1 counter	GLD-1 RNA inh	BCLXL inh	MCL1 BIM primary	MEX-5 binding
> Cc1nc(SCC(=O)Nc2c(C)n(C)n(-c3ccccc3)c2=O)[nH]c(=O)c1Cc1ccccc1
  4	6	-13	1	1	47*	55*	71*	1.9
> Cn1ncc2c(NCc3cccc(C(F)(F)F)c3)c(C(=O)O)cnc21
  -1	-2	-3	2	5	-2	6	0	0.6
> N#Cc1c(-c2ccc(Cl)cc2)c(C#N)c(=O)n(N)c1N
  2	-5	-1	-1	-1	4	4	10	1.1
> CC(=O)Nc1cccc(OCc2ccc(S(=O)(=O)Cc3ccccc3)cc2)c1
  3	0	-4	-5	5	5	5	6	1.8
> Fc1ccc(Cc2nnc(-c3cccs3)o2)cc1
  1	1	-3	8	9	0	8	5	3.0
> O=C(O)c1c(C(=O)O)c(-c2ccc(Cl)c(Cl)c2)n2c1CSC2
  2	-2	1	1	-16	2	12	20	1.1
> O=C(Nc1ccccc1[N+](=O)[O-])c1cccc(N2C(=O)CCC2=O)c1
  -6	-7	1	4	-1	-3	1	6	-0.8
> Nc1ccccc1C(=O)N=Nc1[nH]c(N)c2ccccc12
  1	0	-6	-10	12	4	2	0	-0.7
> O=C(COC(=O)Cc1cn2ccsc2n1)NC12CC3CC(CC(C3)C1)C2
  -1	2	1	-2	-1	1	6	5	1.1
> CN(C)S(=O)(=O)c1ccc(Cl)c(NC(=O)CN2CCNC(=O)C2)c1
  6	0	2	-2	2	1	-4	7	-0.1

Carrying on.
Sequence of screens – Fam108B inh	PAD4 FP inh	TPT1 inh	PME-1 primary	GSTO1 counter	GLD-1 RNA inh	BCLXL inh	MCL1 BIM primary	MEX-5 binding
> COc1ccccc1C(=O)NC(=S)Nc1ccc(Cc2ccncc2)cc1
  1	7	-5	3	3	5	2	-12	1.3
> Cc1cc(C)cc(N(C(=O)CNC(=O)c2ccco2)C(C(=O)NC2CCCCC2)c2ccncc2)c1 (stereo not drawn)
  -1	-5	0	-2	7	2	8	4	0.6
> O=C(NC(=S)Nc1ccc(S(=O)(=O)Nc2nccs2)cc1)c1ccc(Br)o1
  -3	1	2	5	4	-3	6	0	-5.0
> O=C(CCC1CCCCC1)NCc1ccncc1
  -1	5	0	2	0	-1	-3	-3	0.1
> CCCNC(=O)c1nnsc1Sc1ccc(Cl)cc1
  2	-1	-4	5	1	2	5	-1	2.6
> CCOC(=O)c1c(N)sc(C(=O)Nc2ccccc2)c1C
  2	1	-2	9	9	5	2	5	-0.1
> O=C(COC(=O)C1c2ccccc2Oc2ccccc21)Nc1ccc2c(c1)OCO2
  -3	-6	1	-1	6	-4	1	-2	1.5
> O=C1CSC(c2ccncc2)N1Cc1ccc(F)cc1 (stereo not drawn)
  -2	-1	-3	4	10	0	3	14	0.3
> Clc1ccc(-c2nc3ncccn3c2Cl)cc1
  4	1	1	-4	18	-2	14	9	-2.6
> COC(=O)c1ccc(CSc2nnc(CNC(=O)c3ccc(OC)cc3)o2)o1
  3	-6	-4	-5	3	6	7	12	1.6

BCLXL inh: entries above that show a hit
| smiles | PAD4 FP inh | TPT1 inh | PME-1 primary | GLD-1 RNA inh | BCLXL inh | MCL1 BIM primary | MEX-5 binding |
| --- | --- | --- | --- | --- | --- | --- | --- |
| Cc1nc(SCC(=O)Nc2c(C)n(C)n(-c3ccccc3)c2=O)[nH]c(=O)c1Cc1ccccc1 | 6 | -13 | 1 | 47* | 55* | 71* | 1.9 |

(cont.)
Sequence of screens – Fam108B inh	PAD4 FP inh	TPT1 inh	PME-1 primary	GSTO1 counter	GLD-1 RNA inh	BCLXL inh	MCL1 BIM primary	MEX-5 binding
> COc1ccc(CC(=O)NC(=S)Nc2ccc(S(N)(=O)=O)cc2)cc1
  -2	-1	-1	-6	-1	2	3	3	1.3
> CC(=O)c1cccc(NC(=O)CCn2c(=S)oc3ccccc32)c1
  -5	-5	-3	-2	-11	1	4	9	0.8
> CC(=O)c1cccc(NC(=O)N[C@@H](CC(C)C)C(=O)O)c1
  3	-1	5	7	-2	0	4	6	-1.8
> CCN1CCN(/C=N/c2nc(C)cs2)CC1
  -5	0	-1	2	4	0	3	-1	-0.6
> CN1CCN(c2ccc([N+](=O)[O-])cc2NC(=O)c2ccccc2)CC1
  0	4	-2	0	1	-1	3	2	-5.8
> CCc1ccc(Nc2n[n+](-c3ccccc3)c(-c3cccc(Cl)c3Cl)s2)cc1
  -27	3	-2	-21	6	4	0	3	.
> CCOc1ccc(C2NC(=O)CCC2[N+](=O)[O-])cc1 (stereo not drawn)
  0	1	0	-5	-4	9	2	7	-1.9
> COc1cc(-c2nc3cccc(C)n3c2NCC2CCCO2)ccc1O (stereo not drawn)
  0	-2	-2	6	8	-13	1	0	-1.0
> O=Cc1ccc2ccc3cccnc3c2n1
  0	3	-3	2	8	3	6	10	-34*
> Cc1ccc(-c2nc3sc4c(c3c(=O)n2N)CC(C)(C)OC4)cc1
  4	-4	2	-3	5	-5	-2	0	1.2

(more compounds)
Sequence of screens – Fam108B inh	PAD4 FP inh	TPT1 inh	PME-1 primary	GSTO1 counter	GLD-1 RNA inh	BCLXL inh	MCL1 BIM primary	MEX-5 binding
> COc1ccnc(CS(=O)c2nc3cc(OC(F)F)ccc3[nH]2)c1OC (stereo not drawn)
  1	-2	0	1	16	-4	20	29	-0.5
> CCc1ccc(Nc2nc(C)cc(C)n2)cc1
  4	-4	2	0	-1	-2	1	1	0.4
> N=C1/C(=C/c2cccn2-c2cccc([N+](=O)[O-])c2)C(=O)N=C2SC=CN12
  1	-3	2	4	-2	-2	8	7	0.9
> O=C(NNC(=O)c1ccc(Cl)cc1Cl)c1csc(-c2cccnc2)n1
  -4	0	-3	-1	6	-10	2	5	.
> Cc1ccc(N=C(c2cccs2)N2CCOCC2)cc1
  9	-3	-1	6	-2	-3	1	4	1.8
> COc1ccc(-c2cc3nc4c(c(=O)n3[nH]2)CCC4)cc1
  0	-1	-7	-57	-8	-5	4	-8	-4.2
> CCOC(=O)c1c(C)nc(-c2ccccc2)nc1NC(=O)CC
  8	-1	-3	2	-2	1	6	-2	2.9
> Cc1cccc(NC(=O)c2ccc([N+](=O)[O-])o2)n1
  4	-19	1	2	2	3	3	11	-0.8
> Nc1nc(NCc2ccco2)nc(N2CCCCC2)c1[N+](=O)[O-]
  3	-3	2	3	-4	7	5	-4	-1.2
> COc1ccc(S(=O)(=O)N2CCCCC2)cc1NC(=O)CCc1nc2ccccc2c(=O)[nH]1
  5	-6	3	10	3	5	8	2	3.9

Next structures follow:
Sequence of screens – Fam108B inh	PAD4 FP inh	TPT1 inh	PME-1 primary	GSTO1 counter	GLD-1 RNA inh	BCLXL inh	MCL1 BIM primary	MEX-5 binding
> O=C(c1ccco1)N1CCN(Cc2cc(=O)c(OCc3ccccc3Cl)co2)CC1
  1	3	1	0	4	0	6	2	1.4
> Cc1cccc(C)c1NC(=O)Nc1ccccc1-n1ccnc1
  5	3	2	2	2	0	6	6	1.7
> COC(=O)c1ccc(C)c(NS(=O)(=O)c2ccc(C)c([N+](=O)[O-])c2)c1
  0	-3	-2	4	-4	-7	1	-6	0.4
> Cc1ccc(C2=NN(C3=NN=C(N)Cc4ncnn43)C(O)(C(F)(F)F)C2)cc1 (stereo not drawn)
  -1	2	-2	2	7	4	-2	-2	0.5
> CCCCN1CC(=O)N2[C@H]3c4ccc(OC)cc4OC[C@@H]3[C@H](c3ccccc3)[C@]2(C)C1=O
  .	3	.	-1	.	28	10	12	.
> Cc1cc(C)cc(NC(=O)CSc2nnc(-c3cc(C)[nH]n3)n2N)c1
  0	3	2	4	14	-4	4	-1	0.1
> NC(=S)NNc1cccc2cccnc12
  7	29*	1	11	62*	3	22	30	?
> Cn1c(SCc2cccc(Cl)c2)nc(C(F)(F)F)cc1=O
  1	2	-2	1	-3	-1	-2	1	-0.8
> COc1ccc(-c2noc(CCC(=O)NCC3CCCO3)n2)cc1 (stereo not drawn)
  4	0	-4	5	-7	8	4	0	2.1
> Cc1ccc(S(=O)(=O)NCCC(=O)OCc2ccc([N+](=O)[O-])cc2)cc1C
  -1	-4	1	2	10	5	-1	-3	-4.1

Compound activity deposited in PubChem by several laboratories.
